High-throughput results as filed in PubChem.
NRP1-CendR mod: alters CendR peptide binding to human NRP-1. O14786. FAM-RPARPAR peptide binding to NRP-1, fluorescence polarization. inhibition, % at 25 µM. hit rate 0.85% among 360,000. AID 602438;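 active = inhibition or corrected inhibition above about 18%, plus a signal ratio from 0.5 to 1.5, limit read from the data, passing the limit was not always enough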; also: strong numbers were not always called active
Target sequence (O14786 whole entry, looked up): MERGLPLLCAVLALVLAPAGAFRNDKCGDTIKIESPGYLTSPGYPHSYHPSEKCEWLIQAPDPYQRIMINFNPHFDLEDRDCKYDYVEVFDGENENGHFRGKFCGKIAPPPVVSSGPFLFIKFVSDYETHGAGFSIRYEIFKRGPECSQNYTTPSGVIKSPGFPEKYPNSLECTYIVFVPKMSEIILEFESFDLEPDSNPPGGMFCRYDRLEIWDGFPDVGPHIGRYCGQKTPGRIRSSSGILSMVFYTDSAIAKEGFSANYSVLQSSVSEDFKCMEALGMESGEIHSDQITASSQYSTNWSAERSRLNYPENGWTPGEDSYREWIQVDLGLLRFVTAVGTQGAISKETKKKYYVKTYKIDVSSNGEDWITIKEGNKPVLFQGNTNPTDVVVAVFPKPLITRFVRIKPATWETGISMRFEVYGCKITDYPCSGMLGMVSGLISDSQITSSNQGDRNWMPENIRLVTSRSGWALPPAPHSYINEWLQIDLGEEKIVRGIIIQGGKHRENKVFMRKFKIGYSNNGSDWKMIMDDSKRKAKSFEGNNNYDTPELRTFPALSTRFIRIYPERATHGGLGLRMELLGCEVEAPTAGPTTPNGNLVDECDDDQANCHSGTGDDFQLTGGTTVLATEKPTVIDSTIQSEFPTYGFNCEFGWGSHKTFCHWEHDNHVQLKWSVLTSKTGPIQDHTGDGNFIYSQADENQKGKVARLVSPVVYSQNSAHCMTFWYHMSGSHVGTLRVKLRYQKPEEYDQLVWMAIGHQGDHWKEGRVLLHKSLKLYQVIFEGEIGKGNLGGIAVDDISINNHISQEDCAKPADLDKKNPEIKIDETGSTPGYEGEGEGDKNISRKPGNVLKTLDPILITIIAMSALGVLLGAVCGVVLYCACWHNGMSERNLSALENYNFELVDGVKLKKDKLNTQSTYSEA
TbMetRS inhib: blocks T. brucei methionyl-tRNA synthetase activity | purified T. brucei MetRS, ATP depletion, Kinase-Glo luminescence | inhibition, % at 11.9 µM | hit rate 0.4% among 360,000 | AID 624268;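 active = inhibition above a per-plate cutoff of the control wells' mean inhibition plus 3 SD, cut at about 5.5% in these data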;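 also: 0% = DMSO wells median and 100% = median of wells with control inhibitor compound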
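Material: T. brucei methionyl-tRNA synthetase, purified; reagent: substrates ATP, L-methionine and bulk Escherichia coli tRNA; dosing: 11.9 µM single point; timing: 15 min plus 2 h at 25 °C; detection: luminescence of leftover ATP; evaluation: % inhibition; control set: DMSO-only wells as low control; replicates: singlicate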
SKN-1 block: C. elegans SKN-1 inhibition. C. elegans VP596 Pgst-4::GFP/RFP ratio, acrylamide-induced, 24 h. inhibition, % at 21.8 µM. hit rate 0.49% among 360,000. AID 624304;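 active = interference check ratio from 0.5 to 1.5 plus GFP to RFP signal ratio inhibition reaching or exceeding a fixed threshold, cut at about 30% in these data, passing the limit was not always enough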; also: some compounds called inactive have numbers as strong as hits
eLon inh: inhibits E. coli Lon protease. P0A9M0. purified E. coli Lon protease, fluorescence polarization. inhibition, % at 7.94 µM. hit rate 0.42% among 360,000; in the data active = inhibition above about 13%, passing the limit was not always enough;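 also: 0% = enzyme with probe and DMSO and 100% = no enzyme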
MsrA inhibitor: inhibitors of bovine MsrA; AID 651718; hit rate 0.75% among 360,000; purified bovine MsrA, absorbance read-out; inhibition, % at 15.5 µM; in the data active = inhibition above about 4.5%;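 also: 0% = vehicle wells with enzyme and 100% = reference inhibitor wells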
MLLE-PAM2 inh: blocks PAM2 peptide binding to the PABP1 MLLE domain; P11940; GST-MLLE / FITC-PAM2 fluorescence polarization; inhibition, % at 20 µM; hit rate 0.36% among 360,000; in the data active = inhibition above about 35%, passing the limit was not always enough;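 also: plate controls were DMSO wells with GST-MLLE for no effect and wells lacking GST-MLLE protein for full effect; some results filed as inactive read as strong as hits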
bovine MsrA act: bovine methionine sulfoxide reductase A activation; purified bovine MsrA, absorbance read-out; hit rate 0.3% among 360,000; activation, % at 10.6 µM; in the data active = activation above about 7.5%;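 also: 0% = vehicle and 100% = reference activator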
MT1-MMP act inh: MT1-MMP (human) activation inhibition; P50281; HT1080 RFP-PRO-GFP cells, GFP/RFP ratio fluorescence, overnight; percent of plate control window, DMSO zero; GFP/RFP ratio change, % at 20 µM; hit rate 0.061% among 360,000; AID 651647;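 active = GFP/RFP ratio change of at least 30% with cell ATP level not reduced by more than half and red fluorescence within 50% of control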; also: strong numbers were not always called active
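Assay system: RFP-PRO-GFP reporter HT1080 cells; read-out basis: GFP/RFP fluorescence ratio; benchmarks: DMSO wells and RFP-L50D-GFP cells; doses: 20 µM single dose, 1% DMSO; schedule: overnight cell settling, then overnight compound exposure, 37 °C, 5% CO2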
FAS TE block: blocks the thioesterase domain of human fatty acid synthase; P49327; recombinant FAS-TE, OMFH fluorogenic substrate, fluorescence endpoint; inhibition, % at 15 µM; hit rate 0.67% among 360,000; AID 602261;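 active = compounds whose normalised, plate-corrected inhibition of enzyme fluorescence in the single-dose primary screen is 50% or more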;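 also: 0% = DMSO with enzyme and 100% = substrate without enzyme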
Active calls of the source: *.

CC1Cc2nc(SCC(=O)NCc3ccccc3)n(Cc3ccccc3)c(=O)c2S1 (stereo not drawn) was read as NRP1-CendR mod -1, TbMetRS inhib -0.3, SKN-1 block 15, eLon inh 5, MsrA inhibitor 1.4, MLLE-PAM2 inh -4, bovine MsrA act 1, MT1-MMP act inh -3 and FAS TE block 12.
O=C(NCc1ccccc1)C(c1ccc(-c2ccccc2)cc1)N1CCN(CCN2CCOCC2)CC1 (stereo not drawn) was read as NRP1-CendR mod 3, TbMetRS inhib -0.6, SKN-1 block 2, MsrA inhibitor -0.6 and MT1-MMP act inh 1.
`CCN(CC)CCNC(=O)CS(=O)Cc1nc(-c2ccc(C)cc2)oc1C` (stereo not drawn) gave NRP1-CendR mod -14, TbMetRS inhib -0.9, SKN-1 block 1, eLon inh -8, MsrA inhibitor 0.6, MLLE-PAM2 inh -4, bovine MsrA act -4, MT1-MMP act inh -5 and FAS TE block -6.
For COc1ccc(C)cc1NC(=O)C1CC(=O)OC12CCCCC2 (stereo not drawn) the results were NRP1-CendR mod -2, TbMetRS inhib -0.4, SKN-1 block -29, eLon inh -8, MsrA inhibitor -0.9, MLLE-PAM2 inh -2, bovine MsrA act -3, MT1-MMP act inh 0 and FAS TE block -6.
Screening CCCOc1ccc(CSC2=NCCN2)cc1[N+](=O)[O-] returned NRP1-CendR mod -7, TbMetRS inhib 1.1, SKN-1 block 7, eLon inh 3, MsrA inhibitor -0.5, MLLE-PAM2 inh -16, bovine MsrA act -1, MT1-MMP act inh 1 and FAS TE block -6.
For COc1ccc(C(=O)NNC(=O)C2CCCN(C3CC(=O)N(c4ccccc4)C3=O)C2)cc1 (stereo not drawn) the results were NRP1-CendR mod 9, TbMetRS inhib -0.4, SKN-1 block -2, eLon inh 3, MsrA inhibitor -0.5, MLLE-PAM2 inh -6, bovine MsrA act -2, MT1-MMP act inh -1 and FAS TE block -7.
`CC1(C(=O)NC2CCCC2)CCC(=O)N1CCOc1ccccc1` (stereo not drawn) gave NRP1-CendR mod 8, TbMetRS inhib 0.3, SKN-1 block 0, eLon inh -2, MsrA inhibitor 0.7, MLLE-PAM2 inh 10, bovine MsrA act -9, MT1-MMP act inh 1 and FAS TE block -3.
Screening CCOC(=O)c1ccc(NC(=O)CS(=O)(=O)c2cn(CC)c3ccccc23)cc1 returned NRP1-CendR mod -2, TbMetRS inhib -0.3, SKN-1 block -4, eLon inh 3, MsrA inhibitor 0.7, MLLE-PAM2 inh 5, bovine MsrA act -6, MT1-MMP act inh 2 and FAS TE block 1.
O=c1[nH]c(CSc2ncnc3sccc23)nc2cc(C(F)(F)F)ccc12 was read as NRP1-CendR mod -31, TbMetRS inhib 0.6, SKN-1 block 1, eLon inh -1, MsrA inhibitor 0.9, MLLE-PAM2 inh -18, bovine MsrA act -2, MT1-MMP act inh -2 and FAS TE block -2.
COc1ccc(C2CC(c3ccccc3)=NN2C(=O)CSc2nccc(=O)[nH]2)cc1 (stereo not drawn) was read as NRP1-CendR mod -4, TbMetRS inhib 0.1, SKN-1 block 7, eLon inh -24, MsrA inhibitor 0.3, MLLE-PAM2 inh -4, bovine MsrA act 1, MT1-MMP act inh 2 and FAS TE block -6.
CC1CC(C)CN(CC(=O)Nc2cc(S(=O)(=O)N3CCOCC3)ccc2N2CCCC2)C1 (stereo not drawn) was read as NRP1-CendR mod 10, TbMetRS inhib -0.4, SKN-1 block -6, eLon inh -2, MsrA inhibitor 1.1, MLLE-PAM2 inh 2, bovine MsrA act 1, MT1-MMP act inh -3 and FAS TE block -3.
`CCOC(=O)c1cc(NC(=O)c2ccco2)ccc1N1CCOCC1` gave NRP1-CendR mod -2, TbMetRS inhib -0.2, SKN-1 block 6, eLon inh -1, MsrA inhibitor 1.2, MLLE-PAM2 inh -2, bovine MsrA act -4, MT1-MMP act inh -3 and FAS TE block -1.
Screening O=C(NCCCc1ccccc1)c1cc(COc2c(F)cccc2F)on1 returned NRP1-CendR mod 9, TbMetRS inhib -0.9, SKN-1 block -11, eLon inh -2, MsrA inhibitor 0.2, MLLE-PAM2 inh -6, bovine MsrA act -7, MT1-MMP act inh -1 and FAS TE block 19.
Screening CCOC(=O)NN1C(=O)c2ccccc2NC1c1ccccc1O (stereo not drawn) returned NRP1-CendR mod -1, TbMetRS inhib 0.7, SKN-1 block -2, eLon inh 3, MsrA inhibitor 0.6, MLLE-PAM2 inh -7, bovine MsrA act -3, MT1-MMP act inh 0 and FAS TE block -7.
Screening COc1cc2c(cc1OC)CN(C(=O)CN1CCN(S(=O)(=O)c3ccccc3)CC1)CC2 returned NRP1-CendR mod -4, TbMetRS inhib 0.1, SKN-1 block 13, eLon inh -3, MsrA inhibitor 0.3, MLLE-PAM2 inh -12, bovine MsrA act -1, MT1-MMP act inh 0 and FAS TE block 0.

The closing three entries of the part above are carried over, then new ones follow.
Screening O=C(NCCCc1ccccc1)c1cc(COc2c(F)cccc2F)on1 returned NRP1-CendR mod 9, TbMetRS inhib -0.9, SKN-1 block -11, eLon inh -2, MsrA inhibitor 0.2, MLLE-PAM2 inh -6, bovine MsrA act -7, MT1-MMP act inh -1 and FAS TE block 19.
Screening CCOC(=O)NN1C(=O)c2ccccc2NC1c1ccccc1O (stereo not drawn) returned NRP1-CendR mod -1, TbMetRS inhib 0.7, SKN-1 block -2, eLon inh 3, MsrA inhibitor 0.6, MLLE-PAM2 inh -7, bovine MsrA act -3, MT1-MMP act inh 0 and FAS TE block -7.
Screening COc1cc2c(cc1OC)CN(C(=O)CN1CCN(S(=O)(=O)c3ccccc3)CC1)CC2 returned NRP1-CendR mod -4, TbMetRS inhib 0.1, SKN-1 block 13, eLon inh -3, MsrA inhibitor 0.3, MLLE-PAM2 inh -12, bovine MsrA act -1, MT1-MMP act inh 0 and FAS TE block 0.
For CCOc1ccc(CCNC(=O)CN2C(=O)CCSc3ccccc32)cc1 the results were NRP1-CendR mod 5, TbMetRS inhib -0.9, SKN-1 block 10, eLon inh 8, MsrA inhibitor 0.7, MLLE-PAM2 inh -9, bovine MsrA act -2, MT1-MMP act inh 3 and FAS TE block -6.
`O=C(c1ccco1)N1CCN(c2nc(-c3ccc(F)cc3)cs2)CC1` gave NRP1-CendR mod -5, TbMetRS inhib -1.6, SKN-1 block 11, eLon inh -6, MsrA inhibitor -0.1, MLLE-PAM2 inh 16, bovine MsrA act -12, MT1-MMP act inh -4 and FAS TE block 7.
For Cc1cc(C)cc(NC(=O)C2CCN(S(=O)(=O)c3ccc4[nH]c(=O)ccc4c3)CC2)c1 the results were NRP1-CendR mod -5, TbMetRS inhib 0.7, SKN-1 block -18, eLon inh -7, MsrA inhibitor -0.2, MLLE-PAM2 inh 3, bovine MsrA act -4, MT1-MMP act inh 1 and FAS TE block -6.
For CS(=O)(=O)c1ccccc1-c1nnc(-c2ccc(Cl)cc2)o1 the results were NRP1-CendR mod -4, TbMetRS inhib 1.8, SKN-1 block 5, eLon inh -6, MsrA inhibitor 0.8, MLLE-PAM2 inh -10, bovine MsrA act -3, MT1-MMP act inh 5 and FAS TE block 2.
CC(C)NC(=O)Cn1cc(C(=O)C(=O)N2CCOCC2)c2ccccc21 was read as NRP1-CendR mod -1, TbMetRS inhib -0.1, SKN-1 block 14, eLon inh -29, MsrA inhibitor 0.4, MLLE-PAM2 inh -5, bovine MsrA act -2, MT1-MMP act inh 1 and FAS TE block -7.
For COc1ccc(NC(=O)/C(C#N)=C\c2cc(C)n(-c3ccc4c(c3)OCO4)c2C)cc1 the results were NRP1-CendR mod -4, TbMetRS inhib -0.4, SKN-1 block 0, eLon inh -6, MsrA inhibitor 0.6, MLLE-PAM2 inh -11, bovine MsrA act -4, MT1-MMP act inh 2 and FAS TE block 54*.
Screening COC(=O)c1cc(Cl)c(NC(=O)c2ccc(C(C)(C)C)cc2)cc1OC returned NRP1-CendR mod -4, TbMetRS inhib -0.9, SKN-1 block 1, eLon inh 2, MsrA inhibitor 0.7, MLLE-PAM2 inh 3, bovine MsrA act 4, MT1-MMP act inh 4 and FAS TE block 16.
For O=c1[nH]nc(N/N=C/c2ccc(Cl)cc2Cl)c(=O)[nH]1 the results were NRP1-CendR mod 5, TbMetRS inhib 0.4, SKN-1 block -3, eLon inh -5, MsrA inhibitor 2.6, MLLE-PAM2 inh 5, bovine MsrA act -7, MT1-MMP act inh 3 and FAS TE block -6.
CCN(CC(=O)Nc1c(F)cccc1F)C(=O)CCC(=O)c1ccc(C)cc1 was read as NRP1-CendR mod -12, TbMetRS inhib -0.2, SKN-1 block 14, eLon inh -7, MsrA inhibitor 0.0, MLLE-PAM2 inh -9, bovine MsrA act 0, MT1-MMP act inh -3 and FAS TE block -5.
Screening CCC1(c2ccccc2)NC(=O)N(Cc2ccc(C(=O)OC)cc2)C1=O (stereo not drawn) returned NRP1-CendR mod 2, TbMetRS inhib 0.0, SKN-1 block 13, eLon inh 0, MsrA inhibitor 0.5, MLLE-PAM2 inh 8, bovine MsrA act -3, MT1-MMP act inh 2 and FAS TE block -4.
COc1ccccc1Nc1nnc(SCC(=O)c2c(N)n(C3CC3)c(=O)[nH]c2=O)s1 was read as NRP1-CendR mod 11, TbMetRS inhib -0.1, SKN-1 block -2, eLon inh -1, MsrA inhibitor 0.3, MLLE-PAM2 inh -39, bovine MsrA act 4, MT1-MMP act inh 3 and FAS TE block -8.
For Cc1c(N=Cc2nc3ccccc3n2C)c(=O)n(-c2ccccc2)n1C the results were NRP1-CendR mod -8, TbMetRS inhib -0.8, SKN-1 block 11, eLon inh 4, MsrA inhibitor 5.1*, MLLE-PAM2 inh -9, bovine MsrA act -6, MT1-MMP act inh 2 and FAS TE block -7.
CN1C(=O)NC(c2cccc(O)c2)C(C(=O)c2cccs2)C1(O)C(F)(F)F (stereo not drawn) was read as NRP1-CendR mod -1, TbMetRS inhib -0.5, SKN-1 block -10, eLon inh -5, MLLE-PAM2 inh -1, bovine MsrA act -7, MT1-MMP act inh 0 and FAS TE block -4.
Screening Cc1cc(C)c(C)c(S(=O)(=O)NCc2cccnc2)c1C returned NRP1-CendR mod 11, TbMetRS inhib -0.4, SKN-1 block 12, eLon inh 1, MsrA inhibitor -0.6, MLLE-PAM2 inh -2, bovine MsrA act -1, MT1-MMP act inh 0 and FAS TE block -5.
For Cc1noc(C)c1S(=O)(=O)N(CC(=O)Nc1ccc2c(c1)OCO2)c1ccc(C(C)C)cc1 the results were NRP1-CendR mod -1, TbMetRS inhib -0.9, SKN-1 block 7, eLon inh 2, MsrA inhibitor -0.8, MLLE-PAM2 inh -2, bovine MsrA act -9, MT1-MMP act inh -4 and FAS TE block 37.
Screening CC1=CC(C)(C)N(C(=O)CSc2nnc(N)s2)c2c(C)cc(C)cc21 returned NRP1-CendR mod 1, TbMetRS inhib 0.9, SKN-1 block -10, eLon inh -3, MsrA inhibitor 0.5, MLLE-PAM2 inh 6, bovine MsrA act 2, MT1-MMP act inh -5 and FAS TE block -5.
COCCN(C(=S)Nc1cccc(OC)c1)C(C)c1cccs1 (stereo not drawn) was read as NRP1-CendR mod -2, TbMetRS inhib -0.3, SKN-1 block 8, eLon inh -3, MsrA inhibitor 0.2, MLLE-PAM2 inh -66, bovine MsrA act -8, MT1-MMP act inh 0 and FAS TE block 9.
